Screens as filed in PubChem BioAssay.
Nrf2 ARE act: qHTS of Nrf2 Activators. Potency, µM (titrated, usually from 46.1 µM), for the others: at the top dose activation, hits mostly activators. AREc32 ARE-luciferase reporter (MCF7-derived line), luminescence, 24 h. AID 624171, 2012. 410,000 compounds, 0.31% hits; further: % of control where 0% means no effect; nearly all actives have a fitted effect of over 65% in size
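For detection, Steady-Glo was added and plates sat 30 min at RT; before that, AREc32_Fluc cells grown overnight in OPTI-MEM/5% FBS had been treated with 23 nL compound for 24 hr at 37 deg C.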
A549 tox: Nrf2 qHTS screen for inhibitors: counterscreen for cytotoxicity. A549 ARE-Fluc cells, CellTiter-Fluor viability, 18-24 h. Potency, µM (titrated, usually from 46 µM), without a hit: at the highest dose activity change, negative = cytotoxicity, actives largely listed as inhibitors. 390,000 compounds, 0.16% hits. AID 504648, 2011; further: on the % scale 0 is the no-effect control and ±100 the full control effect
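A549 ARE_Fluc cells in 5% FBS OPTI-MEM were exposed to compounds in concentration-response for 18-24 h at 37 deg C. Viability was read by CellTiter-Fluor fluorescence (Ex 405/Em 525) after 30 min, before the luciferase read.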
ATXN2 expr inh: Primary qHTS for Inhibitors of ATXN expression. HEK-293 ATXN2-luciferase reporter, luminescence, 24 h. Potency, µM (titrated, usually from 57 µM), without a hit: top-dose activity change, negative = inhibition, hits mostly inhibitors. 360,000 compounds, 0.72% hits; further: on the % scale 0 is the no-effect control and ±100 the full control effect; nearly all actives have a fitted effect of over 55% in size
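qHTS (up to 57 uM final) was run with 24 h compound exposure of reporter cells at 37 °C. Each well was multiplexed: SteadyGlo luminescence measured ATXN2-luciferase expression after a fluorogenic Gly-Phe-AFC viability readout (25 uM final).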
MCF10A rereplic: A quantitative high throughput screen for small molecules that induce DNA re-replication in MCF 10a normal breast cells. MCF 10A DNA re-replication, Hoechst nuclear intensity, 48 h. 350,000 compounds, 2.9% hits. Potency, µM (highest dose often 46.1 µM), without a hit: at the highest dose activity, positive = re-replication, usual class: activators. AID 624296, 2012; further: % of control where 0% means no effect; nearly all actives have a fitted effect of over 50% in size
HepG2 tox: qHTS for Inhibitors of TGF-b: Cytotox Counterscreen; 410,000 compounds, 0.76% hits; HepG2 CAGA-GFP viability, ATP luminescence, 18 h; Potency, µM (top dose mostly 46.1 µM), without a hit: top-dose activity change, negative = cytotoxicity, hits mostly cytotoxic; further: some results filed as inactive show a strong effect at the top dose
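CellTiter-Glo luminescence gave cytotoxicity after 18 hours at 37 degrees C. The cells were HepG2 CAGA-GFP in 1% FBS DMEM, stimulated with 500 pg/mL TGF-beta after compound addition. %Activity was normalised to no-cell wells (complete cell-killing) and DMSO (no toxicity), and curves were fitted and classified.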
Nrf2 inh: Nrf2 qHTS screen for inhibitors; A549 ARE-Fluc reporter, luciferase luminescence, 18-24 h; Potency, µM (titrated, usually from 46 µM), inactives show at the top dose activity change, negative = inhibition, most hits filed as inhibitors; 360,000 compounds, 2.1% hits; further: on the % scale 0 is the no-effect control and ±100 the full control effect; nearly all actives have a fitted effect of over 60% in size
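Nrf2 function is reported as luminescence of an ARE-controlled luciferase in A549 cells. Compounds were tested at several concentrations, and a CellTiter-Fluor read on the same wells flagged cytotoxicity.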
EPAC2 antagonist: qHTS for Antagonist of cAMP-regulated guanine nucleotide exchange factor 2 (EPAC2): primary screen; EPAC2 GEF exchange of Rap1B-BODIPY-GDP, fluorescence; Rap guanine nucleotide exchange factor 4 (Homo sapiens), Q8WZA2; 360,000 compounds, 0.18% hits; Potency, µM (highest dose often 114 µM), for the others: top-dose activity, negative = inhibition, hits mostly inhibitors; further: on the % scale 0 is the no-effect control and ±100 the full control effect; nearly all actives have a fitted effect of over 45% in size; many of its hits are not listed in these tables
Target sequence (Q8WZA2 whole entry, looked up): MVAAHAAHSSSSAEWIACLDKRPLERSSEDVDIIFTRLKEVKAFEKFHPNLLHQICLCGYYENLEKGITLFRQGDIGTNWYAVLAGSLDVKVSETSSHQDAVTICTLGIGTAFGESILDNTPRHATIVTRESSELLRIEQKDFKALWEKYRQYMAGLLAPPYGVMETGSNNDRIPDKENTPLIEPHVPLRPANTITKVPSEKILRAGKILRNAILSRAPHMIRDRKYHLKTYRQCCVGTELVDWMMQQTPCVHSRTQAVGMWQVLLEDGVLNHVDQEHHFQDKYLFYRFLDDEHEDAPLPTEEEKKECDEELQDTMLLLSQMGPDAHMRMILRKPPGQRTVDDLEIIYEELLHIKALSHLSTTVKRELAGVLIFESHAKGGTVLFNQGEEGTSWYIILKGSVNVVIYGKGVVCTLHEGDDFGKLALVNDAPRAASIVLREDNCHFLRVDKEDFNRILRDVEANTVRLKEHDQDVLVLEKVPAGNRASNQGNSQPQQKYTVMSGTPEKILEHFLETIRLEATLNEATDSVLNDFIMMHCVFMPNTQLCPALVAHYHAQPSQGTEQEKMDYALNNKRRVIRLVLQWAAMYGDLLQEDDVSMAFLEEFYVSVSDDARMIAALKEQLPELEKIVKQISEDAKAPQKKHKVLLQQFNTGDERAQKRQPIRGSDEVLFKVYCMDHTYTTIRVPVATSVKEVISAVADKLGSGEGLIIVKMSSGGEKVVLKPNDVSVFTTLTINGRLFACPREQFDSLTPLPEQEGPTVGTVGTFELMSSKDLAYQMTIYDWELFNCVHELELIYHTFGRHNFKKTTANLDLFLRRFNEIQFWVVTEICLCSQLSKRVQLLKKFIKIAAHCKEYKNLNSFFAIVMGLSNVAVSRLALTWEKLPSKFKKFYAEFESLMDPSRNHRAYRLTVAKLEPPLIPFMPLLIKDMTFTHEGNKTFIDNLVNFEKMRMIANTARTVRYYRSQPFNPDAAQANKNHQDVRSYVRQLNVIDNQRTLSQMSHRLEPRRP
ATXN viability: Viability Counterscreen for Primary qHTS for Inhibitors of ATXN expression. S2 cells (HEK-293 line with an ATXN2-luciferase reporter) viability, CellTiter-Fluor protease fluorescence, 24 h. Potency, µM (titrated, usually from 56.7 µM), usual class: cytotoxic. 400,000 compounds, 0.49% hits. AID 651635, 2014; further: nearly all actives have a fitted effect of over 40% in size
TGFb SMAD3 inh: qHTS for Inhibitors of TGF-b. HepG2 CAGA-GFP TGF-b/SMAD3 reporter, GFP fluorescence, 18 h; TGF-beta stimulated, 500 pg/mL final. 410,000 compounds, 1.2% hits. Potency, µM (highest dose often 46.1 µM), inactives show at the top dose activity, negative = inhibition, actives largely listed as inhibitors; further: on the % scale 0 is the no-effect control and ±100 the full control effect; nearly all actives have a fitted effect of over 65% in size
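Using HEPG2 CAGA-GFP reporter cells at 1000 cells/well, we pinned test compounds, stimulated with recombinant TGF-beta (500 pg/mL final) and measured total well GFP after 18 h.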
* hit, by the source's call; i = inactive; ? = inconclusive; . = no result given; & = joins results of further samples; [ ] = another dose, or the depositor's remark. The call rests on the fitted dose curve; in most records, active means well fitted curve in the direction sought with a large enough effect; inconclusive means small, poorly fitted or top-dose-only effect, or another doubt; inactive means no such curve, though single readings can be large; an effect the other way counts as inactive or inconclusive. Potency means the concentration at half of the fitted maximal effect.

The line under a structure holds: Nrf2 inh	TGFb SMAD3 inh	ATXN viability	A549 tox	ATXN2 expr inh	HepG2 tox	Nrf2 ARE act	MCF10A rereplic	EPAC2 antagonist
Cc1ccc(SCC(=O)N(C)C2CCS(=O)(=O)C2)cc1 (stereo not drawn)
 : 2%	6%	i	2%	5%	8%	0.0%	-1%	18%
CCOC(=O)C1(Cc2ccc(Cl)cc2)CCN(C(=O)c2sc(C)nc2C)CC1
 : ?	?	i	-9%	-35%	-42%	-0.3%	?	-10%
COc1cc(C(=O)N2CCCCC2c2cc(C(=O)N3CCOCC3)no2)cc(OC)c1C (stereo not drawn)
 : .	8%	i	.	14%	-9%	4.3%	.	-7%
CCCc1cc(=O)[nH]c(Nc2ccc3c(c2)OCCO3)n1
 : ?	14%	?	-3%	-19%	7%	-0.6%	-16%	6%
NNC(=O)c1ccccc1OCCOc1ccccc1
 : 6%	6%	i	-3%	3%	1%	5.2%	-3%	8%
O=c1[nH]c(SCc2ccccc2Cl)nc2c1CCC2
 : -3%	18%	i	.	14%	6%	3.7%	18%	8%
Cc1cc(C)n(-c2nc(NCCCO)c3c4c(sc3n2)CCCC4)n1
 : .	-29%	?	-5%	9%	-20%	4.5%	2%	-1%
Cc1[nH]c(=O)[nH]c(=O)c1/C=C/C(=O)OCC(C)C
 : -2%	-30%	i	-5%	4%	1%	0.6%	-5%	4%
CNc1cncc(-c2ccc(OC)cc2OC)n1
 : .	0%	i	.	0%	-7%	-0.8%	.	-4%
CCCc1nnc(NC(=O)CSc2nnc(-c3ccco3)n2C)s1
 : 2%	2%	i	0%	-9%	-11%	0.0%	-4%	16%
CCOC(=O)CNC(=O)Cc1ccc(Cl)cc1
 : 5%	-16%	i	0%	5%	7%	-0.3%	-2%	14%
CSc1oc(-c2ccccc2)nc1S(=O)(=O)c1ccc(F)cc1
 : -15%	?	i	2%	7%	-21%	-0.8%	-8%	7%
CCCOC(=O)c1c(NC(=O)/C=C/c2cnn(C)c2C)sc(C(=O)OC)c1C
 : 4%	-12%	i	-4%	4%	-3%	-0.5%	7%	-1%
NC(N)=S
 : 3%	0%	i	-6%	7%	0%	0.4%	-7%	-5%
Cc1ccc(S(=O)(=O)c2cn(CC(=O)Nc3cccc(Cl)c3)c3ccccc3c2=O)cc1
 : -10%	?	i	6%	9%	-11%	0.0%	.	.
O=C(CS(=O)(=O)Cc1ccccc1)N1CCN(Cc2ccc3c(c2)OCO3)CC1
 : -3%	1%	i	11%	-6%	-28%	-0.2%	2%	9%
NS(=O)(=O)c1cc(Cl)c(Cl)c(S(N)(=O)=O)c1
 : 2%	22%	i	0%	1%&-1%	-1%	-0.1%	1%	-22%
CCCCCCSc1cc(-c2nc3ccc(C)cn3c2NCc2ccccc2)ccc1OC
 : -19%	?	20µM*	-22%	-19%&-24%	-16%	-0.8%&0.8%	?	-8%&-9%
CCOC(=O)C1CCCN(C(=S)Nc2cc(C)cc(C)c2)C1 (stereo not drawn)
 : -25%	9%	i	8%	8%	-14%	3.4%	-182%[0.0737 µM]	-13%
COc1ccc(CNS(=O)(=O)c2cc3c(cc2Cl)NC(=O)CO3)cc1
 : 7%&3%	-2%&5%	i	6%&0%	0%&-6%	-2%&-10%	0.0%&-0.7%	-3%	-5%

More compounds.
The line under a structure holds: Nrf2 inh	TGFb SMAD3 inh	ATXN viability	A549 tox	ATXN2 expr inh	HepG2 tox	Nrf2 ARE act	MCF10A rereplic	EPAC2 antagonist
COc1ccc(OC)c(-n2nnc(-c3nc(-c4ccc5c(c4)OCO5)no3)c2C)c1
 : ?	.	.	3%	.	1%	0.4%	.	.
Cc1ccc(C(=O)CCC(=O)OC(C)C(=O)NC2CCCCC2C)cc1 (stereo not drawn)
 : -8%	1%	i	-1%	-1%	3%	-0.7%	-4%	-17%
Cn1cc(CN2C[C@H]3CC[C@H]2C3)c(-c2ccccc2F)n1
 : ?	-19%	?	17%	.	0%	0.4%	13%	1%
O=C(O)c1cccc(Nc2ccnc(Nc3cccc(C(=O)O)c3)n2)c1
 : 22%	0%	i	1%	-9%	0%	-1.3%	7%	-3%
C=CCSc1nc(O)c(CC)c(=O)n1C(C)CC (stereo not drawn)
 : -3%	-27%	i	-4%	-6%	19%	-0.7%	0%	-1%
COc1cc2[nH]c(=O)n(CCC(=O)N3CCN(Cc4ccc5c(c4)OCO5)CC3)c(=O)c2cc1OC
 : 17%	-15%	i	?	.	-3%	0.1%	-2%	3%
COCCCn1c(=NC(C)=O)c(C#N)cc2c(=O)n3cccc(C)c3nc21
 : -12%	-12%	.	?	-4%	8%	0.8%	18µM*	4%
Nn1c(-c2cccc(O)c2)nnc1-c1cccc(O)c1
 : 13%	-10%	i	1%	-7%	1%	2.1%	-2%	-3%
CCCn1c(NC(=O)C2COc3ccccc3O2)nc2ccccc21 (stereo not drawn)
 : -17%	-14%	i	-12%	-19%	-4%	3.2%	?	4%
Cc1cc(NC(=O)CS(=O)(=O)c2cn(C)c3ccccc23)no1
 : 16%	-10%	?	-7%	-7%	-7%	-0.9%	-2%	-1%
O=C(CSc1nc2scc(-c3ccco3)c2c(=O)n1-c1ccccc1)NCC1CCCO1 (stereo not drawn)
 : -11%	-15%	.	-2%	.	-21%	0.3%	12%	10%
CC1(C)Cc2c(C#N)c(SCCC#N)nc(N3CCOCC3)c2CS1
 : -30%	-14%	?	-4%	-7%	-6%	-0.7%	?	-5%
COc1ccccc1C(CNC(=O)COc1ccccc1C)N1CCCC1 (stereo not drawn)
 : 16%	13%	i	0%	-17%	14%	2.6%	0%	-29%
COC(=O)c1ccc(C(=O)OC)c(NC(=S)N2CCOCC2)c1
 : -8%	-3%	i	2%	-11%	-12%	0.7%	0%	-14%
CC(C)(C)OC(=O)N1CCC(c2c(C(=O)N3CCN(c4ccccn4)CC3)cnn2-c2ccccc2)CC1
 : 8%	-25%	.	5%	.	0%	0.6%	.	.
CN1CCN(CCCNC(=O)CCC(=O)N2CCOc3ccccc32)CC1
 : 10%	11%	?	1%	-14%	-2%	-0.4%	0%	-6%
Cc1[nH]c(-c2ccc(F)cc2)cc1C(=O)N1CCN(c2cccc(Cl)c2)CC1
 : ?	25µM*	?	-12%	?	-81%	4.0%	9.2µM*	-15%
OC(CN1CCCCC1)Cn1c2ccccc2c2cc(Br)ccc21 (stereo not drawn)
 : -10%	0%	?	-5%	?	-169%	5.3%	?	10%
CN(C)S(=O)(=O)c1ccc(Cl)c(C(=O)Nc2ccccc2[N+](=O)[O-])c1
 : -3%	-17%	i	12%	0%	-29%	1.8%	-2%	-7%
Cc1cccc(N2C(=O)c3ccccc3C2=O)n1
 : 1%	8%	.	0%	-12%	10%	0.5%	-6%	3%

Next part.
The line under a structure holds: Nrf2 inh	TGFb SMAD3 inh	ATXN viability	A549 tox	ATXN2 expr inh	HepG2 tox	Nrf2 ARE act	MCF10A rereplic	EPAC2 antagonist
O=C(NC1CC1)c1cccc(NC(=O)C2CCCC2)c1
 : 11%	18%	i	-3%	13%	3%	3.2%	1%	-11%
Cc1cc(C(=O)NNC(=O)c2ccc(Cl)cc2)c2ccccc2n1
 : 2%	6%	i	0%	-4%	-20%	3.4%	1%	-21%
Cn1c(CNC(=O)CNS(=O)(=O)c2ccc(Cl)cc2)cc(=O)n(C)c1=O
 : 24%	5%	i	9%	10%	9%	-0.4%	-3%	3%
CC(C)Cc1oc(C(=O)O)cc1CN1CCOCC1
 : -1%	-19%	i	-1%	1%	-3%	0.1%	2%	1%
O=C(NCc1cccc(C(F)(F)F)c1)c1cccc2c1C(=O)c1ccc(N3CCC(Cc4ccccc4)CC3)cc1S2(=O)=O
 : -3%	32%[activator]	.	1%	-4%	-14%	-1.2%	5.8µM*	45%[activator]
COc1ccc(NC(=O)C2CC(c3ccc(Cl)cc3)=NO2)cc1OC (stereo not drawn)
 : ?	-1%	i	-1%	-19%	-27%	-0.2%	-5%	-1%
CCN(CC)S(=O)(=O)c1ccc(N2CC(C(=O)N3CCOCC3)CC2=O)cc1 (stereo not drawn)
 : -8%	2%	i	-1%	7%	4%	-0.5%	-9%	0%
O=C(N/C(=C\c1ccccc1Cl)C(=O)N1CCOCC1)c1ccc([N+](=O)[O-])cc1
 : -10%	-13%	i	3%	-3%	0%	-0.1%	-2%	1%
CN(Cc1nc(-c2ccc(Cl)cc2)no1)S(=O)(=O)c1ccccc1
 : 10%	-5%	i	8%	16%	-15%	0.1%	.	.
Cc1cc(C)c2c(=O)cc(C(=O)Nc3ccc(S(=O)(=O)Nc4onc(C)c4C)cc3)oc2c1
 : 6%	-2%	.	-3%	.	5%	3.3%	.	.
Cn1cc(C(C[N+](=O)[O-])c2ccccc2)c2ccccc21 (stereo not drawn)
 : ?	?	i	-21%	10%	-11%	0.7%	13µM*	?
COc1cc(C(=O)NCCOc2cccc3cccnc23)cc(OC)c1OC
 : ?	0%	i	-8%	.	4%	-0.8%	2%	14%
O=C1/C(=C\c2ccc3c(c2)OCO3)CCC/C1=C/c1ccc2c(c1)OCO2
 : -4%	?	i	-2%	13%	-30%	7.3%	12µM*	11%
Cc1oc(-c2ccccc2Cl)nc1CSCC(=O)NC1CC1
 : 0%	36%[activator]	i	-14%	5%	-4%	-0.5%	?	-1%
COC(=O)c1cccc(CSc2nc(-c3ccccc3)c(C#N)c(=O)[nH]2)c1
 : 6%	-11%	i	-1%	0%	0%	-0.6%	?	?
COc1ccc(NC(=O)CSc2oc(-c3cccs3)nc2S(=O)(=O)c2ccc(Br)cc2)c(OC)c1
 : 2%[9.27 µM]	2%	?	-1%	5%	4%	0.0%	.	.

A portion of the library; rates above refer to the full screens.
